DNMT1 block: DNMT1 (human) enzyme inhibition. P26358. DNMT1 molecular beacon, Hinp1I cleavage, fluorescence. inhibition (reported as % activation of signal), % at 10 µM. hit rate 0.83% among 360,000; in the data active = inhibition above about 50%
CSN inh: inhibitors of human CSN-mediated cullin deneddylation; Q92905; Purified CSN, SCF-Nedd8-OG deneddylation, fluorescence polarization; inhibition, % at 12.5 µM; hit rate 0.38% among 360,000; AID 651999;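 active = pattern-corrected inhibition above about 35%, with an unprinted fluorescence ratio check between 0.5 and 1.5, limit read from the data, passing the limit was not always enough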;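 also: 0% = enzyme with substrate and 100% = substrate without enzyme; some results filed as inactive read as strong as hits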
Target sequence (Q92905 whole entry, looked up, one chain of several): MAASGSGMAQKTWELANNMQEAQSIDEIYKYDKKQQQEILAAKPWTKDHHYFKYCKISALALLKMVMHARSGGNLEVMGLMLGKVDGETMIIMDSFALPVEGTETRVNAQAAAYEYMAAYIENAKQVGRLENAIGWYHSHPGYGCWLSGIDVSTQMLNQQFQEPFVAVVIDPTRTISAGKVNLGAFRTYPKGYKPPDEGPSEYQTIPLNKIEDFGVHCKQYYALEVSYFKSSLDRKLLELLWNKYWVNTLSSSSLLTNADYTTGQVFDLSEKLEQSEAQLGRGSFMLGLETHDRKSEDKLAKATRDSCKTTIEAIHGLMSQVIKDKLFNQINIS
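Assay system: purified human Csn5 enzyme expressed in HEK293T cells; measure: % inhibition; also added: SCFSkp2-Nedd8OG substrate at 10 nM final; technique: fluorescence polarization; times: reaction 90 min, room temperature; medium: Tris buffer pH 7.5, NaCl, DTT, Tween-20, trehalose, ovalbumin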
Rpn11 inh: inhibitors of human proteasome Rpn11; O00487; human 26S proteasome, Ub4-pepOG fluorescence polarization; 20S core pre-blocked with epoxomicin; calls only at 20 µM; hit rate 0.59% among 360,000;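 active = inhibition at 20 µM, scaled to each plate's controls, above about 33%, limit read from the data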
Target sequence (O00487 whole entry, looked up): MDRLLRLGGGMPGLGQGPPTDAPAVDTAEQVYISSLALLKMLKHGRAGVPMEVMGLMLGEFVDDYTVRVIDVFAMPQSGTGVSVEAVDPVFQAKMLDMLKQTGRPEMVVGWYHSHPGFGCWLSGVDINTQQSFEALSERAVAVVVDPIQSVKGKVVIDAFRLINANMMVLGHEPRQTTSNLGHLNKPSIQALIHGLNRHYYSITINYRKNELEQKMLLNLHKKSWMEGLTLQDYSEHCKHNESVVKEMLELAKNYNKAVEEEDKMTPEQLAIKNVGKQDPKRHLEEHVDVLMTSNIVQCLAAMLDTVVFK
SUMO1 PPI mod: alters human SUMO1 binding to SIM partners | P63165 | SUMO1 binding to a labelled peptide, TR-FRET, 1 h | inhibition, % at 20 µM | hit rate 0.33% among 360,000; in the data active = inhibition above about 37%
Target sequence (P63165 whole entry, looked up): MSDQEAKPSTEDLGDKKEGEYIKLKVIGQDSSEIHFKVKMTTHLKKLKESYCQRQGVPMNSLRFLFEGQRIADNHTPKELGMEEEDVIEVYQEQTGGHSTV
STEP block: blocks human striatal-enriched tyrosine phosphatase; inhibition, % at 20 µM; P54829; hit rate 0.25% among 360,000; recombinant STEP, OMFP fluorogenic substrate, fluorescence;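 active = inhibition at 20 µM, scaled per plate between control wells, above about 37%, limit read from the data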;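 also: 0% = DMSO with enzyme and substrate and 100% = substrate only without enzyme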
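Material: STEP (striatal-enriched tyrosine phosphatase) enzyme, cell-free | Medium: 50 mM Bis-Tris pH 6.0 with 2.5 mM DTT and 0.005% Tween 20 | Read-out: Percent inhibition scaled to no-enzyme and uninhibited-enzyme controls, plate-pattern corrected | Signal: Fluorescence read at 480 nm ex / 540 nm em | Times: 20 min reaction, room temperature, in the dark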
Tb MetRS inh: Trypanosoma brucei MetRS inhibition. purified T. brucei MetRS, ATP depletion, Kinase-Glo luminescence. inhibition, % at 11.9 µM. hit rate 0.4% among 360,000;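 active = inhibition above a per-plate cutoff of the control wells' mean inhibition plus 3 SD, cut at about 5.5% in these data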;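 also: 0% = DMSO wells median and 100% = median of wells with control inhibitor compound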
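Test system: purified T. brucei MetRS enzyme. Also added: ATP, methionine and E. coli bulk tRNA substrates. Compound: 11.9 µM single point. Schedule: 15 min enzyme-compound preincubation, 2 h reaction, 10 min detection, 25 °C. Signal: luciferase luminescence of residual ATP, Kinase-Glo. Evaluation: percent inhibition versus plate control medians. Controls: DMSO wells, low control.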
MsrA inhibitor: inhibits bovine methionine sulfoxide reductase A. inhibition, % at 15.5 µM. purified bovine MsrA, absorbance read-out. hit rate 0.75% among 360,000; in the data active = inhibition above about 4.5%;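 also: 0% = vehicle wells with enzyme and 100% = reference inhibitor wells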
LMPTP block: blocks human LMPTP phosphatase; P24666; recombinant LMPTP-A, OMFP fluorogenic substrate, fluorescence intensity; inhibition, % at 20 µM; hit rate 0.22% among 360,000; AID 651560;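 active = compounds that cut the enzyme signal by at least half of the control window in the single-dose screen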;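 also: plate controls were DMSO wells with enzyme plus substrate for no effect and substrate without enzyme for full effect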
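Assay system: LMPTP-A phosphatase enzyme | Input: 0.625 nM enzyme | Also added: Fluorogenic phosphatase substrate OMFP at 400 µM final | Compound dosing: One test concentration per compound, 20 µM, with 3% DMSO overall | Schedule: 50 min enzyme reaction at room temperature, protected from light | Signal: Fluorescence intensity | Benchmarks: no-enzyme and uninhibited controls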
Scp1 inh: blocks human Scp-1 phosphatase activity. Q9GZU7. Recombinant Scp1, phosphopeptide, malachite green phosphate absorbance. inhibition, % at 20 µM. hit rate 0.88% among 340,000;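 active = inhibition above about 50% at 20 µM, limit read from the data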;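 also: plate controls were DMSO wells with enzyme for no effect and wells lacking enzyme for full effect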
Target sequence (Q9GZU7 76-261 limits assumed): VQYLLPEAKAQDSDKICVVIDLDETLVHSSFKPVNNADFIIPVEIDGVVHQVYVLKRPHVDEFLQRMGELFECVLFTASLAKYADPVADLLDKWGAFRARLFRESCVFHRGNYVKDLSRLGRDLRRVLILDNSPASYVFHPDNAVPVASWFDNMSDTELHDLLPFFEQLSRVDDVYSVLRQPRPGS
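Incubation: 45 min enzyme reaction at room temperature / System: truncated SCP-1 phosphatase (76-261aa) / Reagent: Phospho 17-mer peptide substrate / Buffer or medium: Acidic Tris acetate buffer with magnesium and detergent / Signal: absorbance at 630 nm / Doses: one concentration, 20 µM, with 1.0% DMSO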
NadD block: NadD (S. aureus) enzyme inhibition. hit rate 0.78% among 360,000. inhibition, % at 20 µM. purified NadD enzyme, colorimetric absorbance read-out; in the data active = inhibition above about 26%; also: some compounds past the cut are filed as inactive
Numbers without * were called inactive; i = inactive; . = not tested or not shown; & = joins results of further samples.

SMILES	DNMT1 block	CSN inh	Rpn11 inh	SUMO1 PPI mod	STEP block	Tb MetRS inh	MsrA inhibitor	LMPTP block	Scp1 inh	NadD block
Cc1cc(Cl)n2ncc(-c3ccccc3)c2n1	-37.0	0.4	i	-3.8	1.6	-0.4	-0.8	1.7	3.1	-0.5
Cc1cc(N2CCN(C(=O)c3ccco3)CC2)n2nc(C)nc2n1	1.9	-3.1	i	-4.5	-3.3	-1.7	0.0	0.1	7.1	-4.1
CCn1c2ccccc2c2cc(NC(=O)c3ccccc3-c3ccccc3C(=O)O)ccc21	0.1	-0.7	i	13.6	-0.6	-0.3	0.1	0.1	-9.8	-2.5
CCN(CC)S(=O)(=O)c1ccc2[nH]c(=O)cc(C(=O)NCC(c3ccco3)N3CCCC3)c2c1 (stereo not drawn)	11.7	-0.5	i	0.6	1.8	-0.2	0.9	2.1	-3.8	-1.0
O=C1CC(Cc2ccccc2)C(=O)N1CCc1ccc2c(c1)OCO2 (stereo not drawn)	1.4	-3.2	i	2.3	-1.3	-1.5	0.7	-0.3	-3.0	-2.2
COc1cccc(C(C)(O)c2nc(-c3csc4ccccc34)cs2)c1 (stereo not drawn)	5.4	-3.6	i	-0.3	0.0	-0.1	0.2	1.3	.	-14.6
O=C1c2ccc(-c3ccc(Cl)c(C(F)(F)F)c3)cc2S(=O)(=O)c2cccc(C(=O)N3CCN(c4ccc(Cl)cn4)CC3)c21	-3.3	102.6	i	-6.0	5.6	-0.2	0.9	3.5	3.5	54.6*
O=C(Cn1nnc(-c2cccs2)n1)OC1CCCCC1	7.3	-4.5	i	-3.8	0.3	-1.9	-0.6	0.7	-7.3	-5.1
CCn1c(SCC(=O)O)nnc1-c1ccccc1OC	-1.9	6.2	i	-2.5	9.1	-0.2	-0.8	-2.0	-3.5	-2.8
CC(C)c1ccc(S(=O)(=O)N2CCN(C(=O)CN3C(=O)NC(C)(c4ccccc4)C3=O)CC2)cc1 (stereo not drawn)	1.0	-2.5	i	4.3	1.5	-0.3	-1.0	0.1	-9.6	4.3
C[C@H](CCC(=O)O)[C@H]1CC[C@H]2[C@@H]3CC[C@@H]4C[C@H](O)CC[C@]4(C)[C@H]3C[C@H](O)[C@]12C	-4.1&-8.4&0.1	-3.0&5.5&-3.1	i	1.8&2.4&3.0	-3.3&-1.1&-3.1	-0.8&-0.1&0.4	-0.2&0.4&-1.2&-1.6	-0.7&-1.4&-0.6	-14.5&-17.2&4.1	2.4&2.7&2.6
CC1(OC(=O)CCc2ccccc2)C(=O)C=C2C=C(c3ccc(C#N)cc3)N(c3ccccc3)C=C2C1=O (stereo not drawn)	-20.0	1.6	i	-3.5	2.5	0.2	1.6	0.4	4.0	15.9

Limited to LMPTP block and Scp1 inh (2 entries from above):
Compound	LMPTP block	Scp1 inh
C[C@H](CCC(=O)O)[C@H]1CC[C@H]2[C@@H]3CC[C@@H]4C[C@H](O)CC[C@]4(C)[C@H]3C[C@H](O)[C@]12C	-0.7&-1.4&-0.6	-14.5&-17.2&4.1
COc1cccc(C(C)(O)c2nc(-c3csc4ccccc34)cs2)c1 (stereo not drawn)	1.3	.

Carrying on.
SMILES	DNMT1 block	CSN inh	Rpn11 inh	SUMO1 PPI mod	STEP block	Tb MetRS inh	MsrA inhibitor	LMPTP block	Scp1 inh	NadD block
Cc1cccc(N2CC(C(=O)Nc3ccc4c(c3)OCO4)CC2=O)c1C (stereo not drawn)	-0.6	1.0	i	-1.5	-3.8	-0.1	0.2	-1.0	-14.7	-4.7
Cc1nn(-c2ccccc2)c2sc(C(=O)OCc3nnc(-c4ccccc4)o3)cc12	-3.6	-3.2	i	-2.5	1.3	0.0	2.8	4.0	-1.0	6.5
Cc1cccc(C)c1NC(=O)C(c1ccccc1)N1CC(=O)Nc2ccccc21 (stereo not drawn)	-2.9	-1.4	i	-1.9	-1.9	0.2	-0.5	0.1	-4.5	1.1
O=Nc1ccc(NO)c2ccccc12	-35.7	0.2	i	-27.9	-3.0	-0.2	2.4	0.3	.	-2.0
COc1cc(C2=NOC(C(=O)Nc3ccc(C)cc3)C2)cc(OC)c1OC (stereo not drawn)	-7.9	-4.7	i	-1.1	-0.7	-0.2	0.1	-1.1	-2.8	-6.2
CC(=O)c1ccc(S(=O)(=O)N2CCN(CC(=O)Nc3ccnn3C3CCCC3)CC2)cc1	-1.3	-0.4	i	-0.5	-3.8	-0.4	-0.5	-0.6	-3.6	-3.9
C=C(C)Cn1c(SCC(=O)O)nnc1-c1ccccc1	0.8	-2.0	i	2.2	-2.3	-0.1	0.5	-0.3	-6.8	3.3
CCS(=O)(=O)NCc1cn2ccsc2n1	-2.5	-0.8	i	-2.1	1.2	-0.6	0.9	-0.1	2.9	-1.2
Cc1nn(CC(=O)NCCC2=CCCCC2)c(C)c1S(=O)(=O)N(C)C	2.4	3.8	i	-1.3	-1.8	-0.3	-0.8	-1.2	-4.6	-2.7
C/C(=N/NC(=O)c1cccs1)c1ccc(N2CCOCC2)cc1	5.7	0.6	i	-3.6	-4.3	-1.4	3.0	-1.8	0.1	-2.5
CC(C)COc1ccc(C(=O)Nc2ccc(SC(F)F)cc2)cc1	8.3	-0.2	i	2.4	-0.3	0.3	2.6	-0.6	-3.4	-3.7
Cc1cc(C)c2[nH]c(=O)c(CN(CC3CCCO3)C(=S)Nc3ccccc3)cc2c1 (stereo not drawn)	-0.4	-3.9	i	-2.6	2.8	0.0	-0.6	0.8	-1.7	3.1
Cc1ccc(OCCOC(=O)Nc2ccccc2)cc1	14.6	0.6	i	2.8	-4.2	-0.8	-0.9	2.1	0.3	-7.4
OCC[C@@H]1C[C@@H](O)[C@H](O)[C@]2(CCCc3ccccc3O2)O1	3.7	1.6	i	2.6	3.5	-0.5	-1.6	-1.7	-3.0	-4.8
Cc1cc(C)n2nc(N)c(N=Nc3cccc(Cl)c3)c2n1	-2.4	-2.9	i	-3.9	-1.5	0.2	2.2	2.0	2.7	4.2
CS(=O)(=O)N(CC(=O)N1CCOCC1)c1cccc(F)c1	1.9	-2.4	i	-3.5	1.8	-0.7	-0.5	-0.4	-9.6	-7.7
Cc1ccc(O)c(CNc2cnc3ccccc3c2)c1	1.6	0.0	i	-9.7	-1.4	-0.1	0.9	0.4	-2.4	-2.3
O=C(Nc1ccc(SC(F)F)cc1)c1ccccc1F	3.9	9.4	i	1.3	-0.1	0.1	0.1	0.9	-5.7	-6.1
CCOC(=O)c1sc(-c2ccccc2)nc1C	-1.2	-7.9	i	-11.5	1.3	0.2	1.6	1.0	15.0	3.9
CC(C)CCNC(=O)Cc1c(C(=O)O)[nH]c2ccc(Cl)cc12	-1.6	0.9	i	3.1	0.6	0.6	-1.5	0.0	-7.3	3.6
COCCn1nnnc1C(C(C)C)N1CCC(Cc2ccccc2)CC1 (stereo not drawn)	4.7	-0.5	i	0.5	0.5	-1.6	0.9	-0.2	-1.4	7.4
COc1c2ccc(C(=O)NCc3cc(C(F)(F)F)cc(C(F)(F)F)c3)cc2nn1C	5.1	2.1	i	-1.9	-1.2	-0.1	0.2	1.4	-7.7	-0.8
COC(=O)c1[nH]c2ccc(C)cc2c1NC(=O)c1ccccc1[N+](=O)[O-]	-2.3	2.5	i	-1.7	0.9	0.1	2.5	-0.2	-3.9	-3.4
Cc1ccc(S(=O)(=O)N2CCN(Cc3nnc(-c4c(-c5ccccc5)noc4C)o3)CC2)cc1	-1.6	-3.5	i	0.7	5.5	-0.2	-0.9	0.5	-0.2	1.0
CCOC(=O)N1CCN(C(=O)C2CCN(C(=O)Nc3ccccc3)CC2)CC1	6.3	-2.3	i	-2.3	-0.8	-0.2	-0.3	-0.6	-2.7	1.7
CCOc1cc(CNCCSc2nnnn2C)cc(Br)c1OCc1ccccc1F	-7.6	-1.1	i	-3.1	5.2	0.1	-0.8	1.0	-2.5	-0.7
COc1ccc(Nc2nc(NCc3cccs3)nc3ccsc23)cc1OC	-9.4	0.1	i	-7.9	3.6	0.4	0.4	56.3*	.	13.1
O=C(Cn1nc(-c2ccccc2)ccc1=O)N1CCOCC1	-2.5	1.9	i	-3.7	3.2	-0.4	-0.2	0.3	-12.2	-6.9
COc1ccccc1C1=Nn2c(nnc2C2CCCCC2)SC1	-2.0	2.1	i	-1.1	5.4	-0.2	1.0	0.7	-6.7	6.5
CCc1nn2c(=O)cc(COC(=O)c3cc(Cl)c(OC)c(OC)c3)nc2s1	4.2	-3.8	i	-1.8	1.6	-0.4	-0.9	-0.2	8.3	2.1
CCOC(=O)N1CCN(C(=O)CCc2ccccc2)CC1	0.9	-3.8	i	-1.7	1.2	0.1	-0.6	-1.1	-4.7	-2.8
COc1ccc(C(=O)NNC(=O)c2ccc(C)cc2)cc1S(=O)(=O)N1CCCC1	0.9	-0.5	i	1.0	-0.3	-0.8	0.6	-1.6	-8.9	0.2
CCOC(=O)CN(C(=O)Cn1nnc2ccccc21)C(C(=O)NCCOC)c1ccccc1 (stereo not drawn)	-1.1	-4.4	i	0.9	-1.4	-0.3	-0.7	-1.3	-4.9	3.4
CN1CCN(S(=O)(=O)c2ccc(F)cc2)CC1	-0.5	1.9	i	-2.8	-1.6	0.0	-0.2	-1.0	.	3.8
NS(=O)(=O)c1cccc(NC(=O)c2cccc(-c3ccc(O)cc3)c2)c1	-22.3	1.3	i	3.2	-4.3	-0.1	-0.8	0.2	-4.7	-16.6
O=C(CN1C(=O)NC(c2ccc(F)cc2)C1=O)Nc1ccc2c(c1)OCCO2 (stereo not drawn)	-3.3	-4.9	i	3.6	-2.1	-0.6	0.6	0.1	1.1	-4.7
O=C(Nc1cc(Cl)ccc1C(=O)O)c1ccc(CN2C(=O)c3ccccc3C2=O)cc1	-1.4	4.7	i	9.2	2.1	0.1	0.4	2.0	-4.5	-2.2
O=C(O)C1(c2ccccc2)CCN(S(=O)(=O)c2ccc(Br)cc2)CC1	1.1	-1.6	i	0.3	-0.2	0.5	-0.7	0.8	0.1	-0.9
Cc1cc(=O)oc2cc(N3C(=O)CC(Cc4ccccc4)C3=O)ccc12 (stereo not drawn)	0.3	1.7	i	-0.5	-1.6	0.2	-0.5	-0.7	-9.6	-5.6
Cc1ccc(-c2nnc(SCC(=O)Nc3cccnc3Cl)n2N)cc1	0.2	-3.5	i	0.1	-2.5	-0.3	-0.3	0.4	-8.6	-2.6
O=C(O)COc1ccc(Oc2ccccc2)cc1	1.2	2.3	i	2.4	1.0	-0.2	-1.2	0.9	5.6	-1.9

Screens deposited in PubChem by several laboratories.
